Compound activity as filed in PubChem BioAssay.
A549 tox: kills or reduces viability of A549 cells in Nrf2 counter-screen | A549 ARE-Fluc cells, CellTiter-Fluor viability, 18-24 h | AID 504648 | 0.16% of 390,000 active | Potency, µM (series often up to 46 µM), for inactives: at the top dose activity change, negative = cytotoxicity, most hits filed as inhibitors; note: potency is the fitted concentration of half-maximal effect; % is set by controls: 0 for no effect and ±100 for the full control effect
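A549 ARE-Fluc cells in 5% FBS OPTI-MEM, 5000 cells/well, rested 2 h then exposed to compounds in concentration-response for 18-24 h at 37 °C. Viability by CellTiter-Fluor fluorescence (Ex 405/Em 525) after 30 min; luciferase luminescence (BugLite, 15 min, RT) read afterwards.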
MmCpn inh: inhibitors of Methanococcus maripaludis chaperonin (MmCpn). purified Mm-Cpn ATPase, ADP Transcreener TR-FRET. Potency, µM (top dose mostly 76.9 µM), without a hit: top-dose activity, negative = inhibition, actives largely listed as inhibitors. 0.031% of 330,000 active. AID 504842; note: potency is the fitted concentration of half-maximal effect; % is set by controls: 0 for no effect and ±100 for the full control effect; nearly all actives have a fitted effect of over 80% in size
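ATPase read-out: TR-FRET ADP immunoassay (anti-ADP Eu cryptate vs ADP-d2), ex 320 nm, em 590/665 nm; signal drops as ADP forms. Enzyme 25 nM, ATP 10 uM, 30 min at 37°C after 10 min compound preincubation.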
Nrf2 block: inhibitors of Nrf2 signaling. 2.1% of 360,000 active. Potency, µM (doses to about 46 µM), for the others: at the top dose activity change, negative = inhibition, usual class: inhibitors. A549 ARE-Fluc reporter, luciferase luminescence, 18-24 h; note: potency is the fitted concentration of half-maximal effect; % is set by controls: 0 for no effect and ±100 for the full control effect; nearly all actives have a fitted effect of over 60% in size
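A549 ARE_Fluc cells (5000/well, 5% FBS OPTI-MEM) pre-incubated 2 h, then treated with compounds 18-24 h at 37C/5% CO2 in concentration-response. CellTiter-Fluor viability read first; BugLite luciferase luminescence after 15 min at room temperature gives Nrf2 activity.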
CCT modulator: cytosolic chaperonin activity modulation. purified chaperonin ATPase assay, HTRF ADP detection, 30 min. activity change, % (concentration not given with the values), hits read low. 0.3% of 360,000 active; in the data active = activity change below about -30%; note: % is set by controls: 0 for no effect and ±100 for the full control effect
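We incubate TRiC, 40 or 20 nM final, with library compounds at 76 uM and 10 uM ATP for 30 min at 37 °C. ADP formed is detected with Transcreener HTRF reagents after 30 min at room temperature.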
TGFb inhibitor: inhibitors of TGF-b signaling; HepG2 CAGA-GFP TGF-b/SMAD3 reporter, GFP fluorescence, 18 h; TGF-beta stimulated, 500 pg/mL final; Potency, µM (doses to about 46.1 µM), without a hit: at the top dose activity, negative = inhibition, usual class: inhibitors; 1.2% of 410,000 active; AID 588855; note: potency is the fitted concentration of half-maximal effect; % is set by controls: 0 for no effect and ±100 for the full control effect; nearly all actives have a fitted effect of over 65% in size
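Read-out: total well GFP (ex488/em500-530) summed from mean per-cell fluorescence. Cells: HEPG2 CAGA-GFP, 1% FBS DMEM, 18 h at 37 degrees C with 500 pg/mL final TGF-beta. Unstimulated wells served as the full-inhibition control; stimulated DMSO wells = 0%.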
EPAC2 antagonist: blocks human EPAC2 exchange factor | Q8WZA2 | Potency, µM (series often up to 114 µM), without a hit: top-dose activity, negative = inhibition, most hits filed as inhibitors | EPAC2 GEF exchange of Rap1B-BODIPY-GDP, fluorescence | 0.18% of 360,000 active | AID 720708; note: potency is the fitted concentration of half-maximal effect; % is set by controls: 0 for no effect and ±100 for the full control effect; nearly all actives have a fitted effect of over 45% in size; many of its hits are not listed in these tables
Target sequence (Q8WZA2 whole entry, looked up): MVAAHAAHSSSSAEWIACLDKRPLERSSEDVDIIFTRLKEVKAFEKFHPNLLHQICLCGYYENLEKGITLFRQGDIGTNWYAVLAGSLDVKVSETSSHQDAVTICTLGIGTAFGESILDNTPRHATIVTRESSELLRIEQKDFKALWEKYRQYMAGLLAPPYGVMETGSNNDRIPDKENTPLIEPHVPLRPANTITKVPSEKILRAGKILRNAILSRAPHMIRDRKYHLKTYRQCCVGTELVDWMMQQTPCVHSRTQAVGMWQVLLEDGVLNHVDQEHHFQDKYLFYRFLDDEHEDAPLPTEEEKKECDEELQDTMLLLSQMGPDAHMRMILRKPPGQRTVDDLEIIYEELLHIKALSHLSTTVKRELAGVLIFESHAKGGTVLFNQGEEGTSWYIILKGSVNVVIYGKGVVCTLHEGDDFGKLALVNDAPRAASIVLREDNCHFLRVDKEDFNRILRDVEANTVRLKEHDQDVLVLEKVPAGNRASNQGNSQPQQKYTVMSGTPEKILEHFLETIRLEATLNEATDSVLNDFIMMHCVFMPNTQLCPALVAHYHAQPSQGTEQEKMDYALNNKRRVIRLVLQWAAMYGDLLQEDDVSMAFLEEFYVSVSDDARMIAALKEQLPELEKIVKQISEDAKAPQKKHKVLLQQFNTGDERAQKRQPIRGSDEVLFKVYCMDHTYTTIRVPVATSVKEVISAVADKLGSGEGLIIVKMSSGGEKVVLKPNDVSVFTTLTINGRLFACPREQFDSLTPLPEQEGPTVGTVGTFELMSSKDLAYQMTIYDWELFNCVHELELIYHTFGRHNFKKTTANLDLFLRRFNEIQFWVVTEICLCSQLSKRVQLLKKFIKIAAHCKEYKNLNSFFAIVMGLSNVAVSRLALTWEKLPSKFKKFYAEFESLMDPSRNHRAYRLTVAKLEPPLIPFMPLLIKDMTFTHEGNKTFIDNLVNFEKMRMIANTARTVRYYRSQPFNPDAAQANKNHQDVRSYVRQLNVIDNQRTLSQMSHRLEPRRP
Nrf2 ARE act: activates Nrf2 signaling. AID 624171. 0.31% of 410,000 active. Potency, µM (titrated, usually from 46.1 µM), inactives show at the top dose activation, most hits filed as activators. AREc32 ARE-luciferase reporter (MCF7-derived line), luminescence, 24 h; note: potency is the fitted concentration of half-maximal effect; % of control where 0% means no effect; nearly all actives have a fitted effect of over 65% in size
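Nrf2 activation is followed as ARE-luciferase induction in the AREc32 line after one day of compound treatment; luminescence is read with Steady-Glo.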
pAkt inh: inhibitors of Akt phosphorylation. Neuro2A IGF-stimulated pAkt S473 HTRF, 20 min; active compounds read low. activity change, % for hits at 50 µM. 0.32% of 360,000 active. AID 651550; in the data active = activity change below about -80%; inconclusive = mostly about -51% to -80%; note: % is set by controls: 0 for no effect and ±100 for the full control effect
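Single-point screen (50 µM final compound) in Neuro2A cells stimulated 20 min with 6 nM IGF at 37 deg C. After lysis, Ser473-phosphorylated Akt read by HTRF (ex 330 nm, em 615/665 nm) as the 665/615 ratio.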
EPAC2 ag: activates human EPAC2 exchange factor | Potency, µM (top dose mostly 154 µM), without a hit: top-dose activation, usual class: activators | EPAC2 activation, biochemical qHTS; response scale: 100% = 6.5 mM cAMP response | Q8WZA2 | 0.079% of 360,000 active; note: potency is the fitted concentration of half-maximal effect; nearly all actives have a fitted effect of over 50% in size
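Exchange assay: 100 nM EPAC2 with 250 nM Rap1B-BODIPY-GDP and 50 uM GDP. Fluorescence (ex 480/em 540 nm) read every 5 min for 30 min at room temperature. Data normalized to 6.5 mM cAMP as agonist control.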
Numbers without * were called inactive; & = joins results of further samples; [ ] = remark or other dose. Unless noted, calls come from the whole dose curve; as a rule, active = well fitted curve in the direction sought with a large enough effect; inconclusive = small, poorly fitted or top-dose-only effect, or another doubt; inactive = no such curve, though single readings can be large; an effect the other way counts as inactive or inconclusive.

Results for COc1ccc(CNC(=O)c2cccc(-n3cnc4cccnc43)c2C)cc1 ?
A549 tox: 4%; Nrf2 block: 7%; TGFb inhibitor: -14%; Nrf2 ARE act: -0.4%

How did COc1ccc(S(=O)(=O)N2CCCCC2)cc1NC(=S)Nc1ccccc1 do in these assays?
A549 tox: 0%; MmCpn inh: -1%; Nrf2 block: 11%; CCT modulator: -1.4; TGFb inhibitor: 5%; EPAC2 antagonist: -14%; Nrf2 ARE act: 0.0%; pAkt inh: inactive; EPAC2 ag: -1%

Results for COC(=O)c1c(NC(=O)COC(=O)c2ccccc2O)sc2c1CCCCC2 ?
A549 tox: -1%; MmCpn inh: 1%; Nrf2 block: 0%; CCT modulator: -0.4; TGFb inhibitor: 0%; EPAC2 antagonist: inconclusive; Nrf2 ARE act: 0.1%; pAkt inh: inactive; EPAC2 ag: -5%

How did Fc1ccc(CNC(=S)NC2CCCCC2)cc1 do in these assays?
A549 tox: 2%; MmCpn inh: -6%; Nrf2 block: -21%; CCT modulator: 1.7; TGFb inhibitor: inconclusive; EPAC2 antagonist: 1%[57.1 µM]; Nrf2 ARE act: 2.5%; pAkt inh: inactive; EPAC2 ag: 2%

What do the screens show for `O=C(CONS(=O)(=O)c1ccc(Cl)cc1)NCCNc1ncc(C(F)(F)F)cc1Cl`?
A549 tox: 0%; MmCpn inh: 1%; Nrf2 block: -9%; CCT modulator: -1.3; TGFb inhibitor: inconclusive; EPAC2 antagonist: -27%; Nrf2 ARE act: 0.5%; pAkt inh: inactive; EPAC2 ag: 3%

Results for O=C(COC(=O)c1cc2ccccc2cc1O)c1ccccc1 ?
A549 tox: -3%; MmCpn inh: 0%; Nrf2 block: 12%; CCT modulator: 0.6; TGFb inhibitor: -4%; EPAC2 antagonist: 0%; Nrf2 ARE act: 0.2%; pAkt inh: inactive; EPAC2 ag: 5%

How did N#Cc1ccccc1OCC(=O)Nc1ccccc1C(=O)NC1CC1 do in these assays?
A549 tox: -2%; MmCpn inh: 0%; Nrf2 block: -12%; CCT modulator: 0.6; TGFb inhibitor: 16%; EPAC2 antagonist: 12%; Nrf2 ARE act: 0.2%; pAkt inh: inactive; EPAC2 ag: 2%

What do the screens show for `O=C(Nc1ccccc1)c1ccc(CSc2ccccn2)cc1`?
A549 tox: 3%; MmCpn inh: -11%; Nrf2 block: inconclusive; CCT modulator: -0.7; TGFb inhibitor: 13%; EPAC2 antagonist: 2%; Nrf2 ARE act: -0.3%; pAkt inh: inactive; EPAC2 ag: -6%

How did CCN(CC(=O)Nc1ccc2c(c1)OCCO2)C(=O)/C=C/c1cccc(OC)c1OC do in these assays?
A549 tox: 1%; MmCpn inh: 1%; Nrf2 block: 30%; CCT modulator: -3.1; TGFb inhibitor: 23%; EPAC2 antagonist: -4%; Nrf2 ARE act: 3.3%; pAkt inh: inactive; EPAC2 ag: -1%

What do the screens show for `COc1ccc2c(c1)oc(=O)c1ccccc12`?
A549 tox: -7%; MmCpn inh: 1%; Nrf2 block: 8%; CCT modulator: 1.7; TGFb inhibitor: -1%; EPAC2 antagonist: -17%; Nrf2 ARE act: 25%; pAkt inh: inactive; EPAC2 ag: 5%

What do the screens show for `CN(CCCC(=O)NCc1ccc2c(c1)OCO2)S(=O)(=O)c1ccc([N+](=O)[O-])cc1`?
A549 tox: 5%; MmCpn inh: 0%; Nrf2 block: -2%; CCT modulator: -1.1; TGFb inhibitor: -25%; EPAC2 antagonist: 0%; Nrf2 ARE act: 4.8%; pAkt inh: inactive; EPAC2 ag: 1%

Results for CCOC(=O)/C=C/c1ccc2c(c1)S(=O)(=O)N(c1cccc(OC)c1)[C@H]2CC(=O)OCC ?
A549 tox: 0%; Nrf2 block: 10%; CCT modulator: -0.4; TGFb inhibitor: 12%&-13%; EPAC2 antagonist: 8%; Nrf2 ARE act: 3.4%; pAkt inh: inactive; EPAC2 ag: 2%

How did COc1ccc(-c2nc(CS(=O)CC(=O)NCc3ccc(C)cc3)c(C)o2)cc1OC (stereo not given) do in these assays?
A549 tox: 1%; MmCpn inh: 1%; Nrf2 block: -8%; CCT modulator: -1.2; TGFb inhibitor: 2%; EPAC2 antagonist: 0%; Nrf2 ARE act: 2.5%; pAkt inh: inactive; EPAC2 ag: 11%

How did Cn1c(NC(=O)c2ccccc2F)c(-c2cccs2)c(=O)c2ccccc21 do in these assays?
A549 tox: 0%; MmCpn inh: -2%; Nrf2 block: 5%; CCT modulator: 1.3; TGFb inhibitor: 10%; EPAC2 antagonist: 9%; Nrf2 ARE act: -0.8%; pAkt inh: inactive; EPAC2 ag: 5%

Results for Cc1ccc(S(=O)(=O)Nc2nc(C)c(C(=O)NN)s2)cc1 ?
A549 tox: 1%; MmCpn inh: 0%; Nrf2 block: -8%; CCT modulator: -2.4; TGFb inhibitor: -12%; EPAC2 antagonist: -1%; Nrf2 ARE act: 0.1%; pAkt inh: inactive; EPAC2 ag: 0%

Results for CCOC(=O)c1csc(NC(=O)CN2CCN(C)CC2)n1 ?
A549 tox: 14%; MmCpn inh: 1%; Nrf2 block: 4%; CCT modulator: -2.7; TGFb inhibitor: -13%; EPAC2 antagonist: 7%; Nrf2 ARE act: 2.7%; pAkt inh: inactive; EPAC2 ag: 4%

Results for O=C(COc1ccc(-c2ccccc2)cc1)N1CCN(S(=O)(=O)Cc2ccccc2)CC1 ?
A549 tox: 0%; MmCpn inh: 0%; Nrf2 block: -1%; CCT modulator: -2.2; TGFb inhibitor: inconclusive; EPAC2 antagonist: -3%; Nrf2 ARE act: 0.3%; pAkt inh: inactive; EPAC2 ag: 2%

What do the screens show for `CC1CC(C)CN(C/C=C/c2ccccc2[N+](=O)[O-])C1` (stereo not given)?
A549 tox: inconclusive; MmCpn inh: -4%; Nrf2 block: 10%; CCT modulator: -1.9; TGFb inhibitor: -22%; EPAC2 antagonist: 14%; Nrf2 ARE act: 0.2%; pAkt inh: inactive; EPAC2 ag: 6%

What do the screens show for `CCOc1ccc(-c2cc(C(=O)NCc3cc(OC)cc(OC)c3)[nH]n2)c(C)c1`?
CCT modulator: -0.4; TGFb inhibitor: -5%; EPAC2 antagonist: -8%; Nrf2 ARE act: 4.3%; pAkt inh: inactive; EPAC2 ag: 20%

What do the screens show for `Cc1ccc2nc(C(F)(F)F)c(C#N)c(N)c2c1`?
A549 tox: inconclusive; MmCpn inh: -3%; Nrf2 block: 3.7µM*; CCT modulator: -2.2; TGFb inhibitor: inconclusive; EPAC2 antagonist: -6%; Nrf2 ARE act: -1.9%; pAkt inh: inactive; EPAC2 ag: 0%

Sorted by molar mass (smallest number first): three of the compounds above.
What do the screens show for `COc1ccc2c(c1)oc(=O)c1ccccc12`?
A549 tox: -7%; MmCpn inh: 1%; Nrf2 block: 8%; CCT modulator: 1.7; TGFb inhibitor: -1%; EPAC2 antagonist: -17%; Nrf2 ARE act: 25%; pAkt inh: inactive; EPAC2 ag: 5%

How did Fc1ccc(CNC(=S)NC2CCCCC2)cc1 do in these assays?
A549 tox: 2%; MmCpn inh: -6%; Nrf2 block: -21%; CCT modulator: 1.7; TGFb inhibitor: inconclusive; EPAC2 antagonist: 1%[57.1 µM]; Nrf2 ARE act: 2.5%; pAkt inh: inactive; EPAC2 ag: 2%

Results for Cc1ccc(S(=O)(=O)Nc2nc(C)c(C(=O)NN)s2)cc1 ?
A549 tox: 1%; MmCpn inh: 0%; Nrf2 block: -8%; CCT modulator: -2.4; TGFb inhibitor: -12%; EPAC2 antagonist: -1%; Nrf2 ARE act: 0.1%; pAkt inh: inactive; EPAC2 ag: 0%

Further entries follow.
How did COCCN1C(=O)N(c2cccc(C)c2)C(=O)C1CC(=O)Nc1cc(OC)cc(OC)c1 (stereo not given) do in these assays?
A549 tox: -5%; MmCpn inh: 1%; Nrf2 block: -4%; CCT modulator: 0.9; TGFb inhibitor: -11%; EPAC2 antagonist: -7%; Nrf2 ARE act: -0.5%; pAkt inh: inactive; EPAC2 ag: 6%

What do the screens show for `O=C(/C=N/O)NCc1ccncc1`?
A549 tox: 0%; MmCpn inh: 1%; Nrf2 block: 26%; CCT modulator: 1.2; TGFb inhibitor: -15%; EPAC2 antagonist: -3%; Nrf2 ARE act: -0.2%; pAkt inh: inactive; EPAC2 ag: 6%

Results for Cc1ccc(-c2noc(COc3ccc(Br)c(C)c3)n2)cc1 ?
A549 tox: 1%; Nrf2 block: inconclusive; TGFb inhibitor: -1%; Nrf2 ARE act: -0.8%

Results for Cn1c2c(c(=O)n(C)c1=O)C(c1cccc(F)c1)C(C#N)=C(N)O2 (stereo not given) ?
A549 tox: -3%; MmCpn inh: -1%; Nrf2 block: -13%; CCT modulator: -0.7; TGFb inhibitor: -24%; EPAC2 antagonist: 9%; Nrf2 ARE act: 0.0%; pAkt inh: inactive; EPAC2 ag: 6%

What do the screens show for `COc1ccc(OC)c(S(=O)(=O)N2CCC(c3nc4ccccc4[nH]3)CC2)c1`?
A549 tox: -13%; MmCpn inh: 0%; Nrf2 block: -30%; CCT modulator: -0.1; TGFb inhibitor: -27%; EPAC2 antagonist: -2%; Nrf2 ARE act: 0.0%; pAkt inh: inactive; EPAC2 ag: 1%

How did Clc1ccc(-c2nnc(CCc3ccccc3)o2)c(Cl)c1 do in these assays?
A549 tox: -5%; MmCpn inh: -5%; Nrf2 block: inconclusive; CCT modulator: -6.9; TGFb inhibitor: -9%; EPAC2 antagonist: 3%; Nrf2 ARE act: 2.8%; pAkt inh: inactive; EPAC2 ag: 5%

How did Cc1c(C)c2cc3c4c(oc3c(C)c2oc1=O)CCCC4 do in these assays?
MmCpn inh: -1%; Nrf2 block: 12%; CCT modulator: -3.5; TGFb inhibitor: 3%; EPAC2 antagonist: 10%; Nrf2 ARE act: 0.3%; pAkt inh: inactive; EPAC2 ag: -1%

Only part of the results is shown; the hit share may differ from the screen's.
